Screening data: PubChem BioAssay, several laboratories
LMPTP block: LMPTP phosphatase inhibitors, primary screen, biochemical, fluorescence intensity, uHTS; Low molecular weight phosphotyrosine protein phosphatase (Homo sapiens), P24666; recombinant LMPTP-A, OMFP fluorogenic substrate; inhibition, % at 20 µM; hit rate 0.22% among 360,000; AID 651560, 2012;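 active = compounds that cut the enzyme signal by at least half of the control window in the single-dose screen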;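 note: plate controls were DMSO wells with enzyme plus substrate for no effect and substrate without enzyme for full effect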
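Test system: LMPTP-A phosphatase enzyme; input: 0.625 nM LMPTP-A final; reagent: OMFP substrate, 400 µM final; compound dosing: 20 µM single dose, 3% DMSO; incubation: 50 min dark incubation at room temperature; measured by: endpoint fluorescence intensity from OMFP dephosphorylation; measure: % inhibition relative to no-enzyme and uninhibited control wells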
Rpn11 block: Rpn11 (PSMD14) deubiquitinase inhibitors, primary screen, biochemical, fluorescence polarization, uHTS | 26S proteasome non-ATPase regulatory subunit 14 (Homo sapiens), O00487 | human 26S proteasome, Ub4-pepOG fluorescence polarization; 20S core pre-blocked with epoxomicin | calls only at 20 µM | hit rate 0.59% among 360,000 | AID 588493, 2011;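 active = inhibition at 20 µM, scaled to each plate's controls, above about 33%, limit read from the data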
Target sequence (O00487 whole entry, looked up): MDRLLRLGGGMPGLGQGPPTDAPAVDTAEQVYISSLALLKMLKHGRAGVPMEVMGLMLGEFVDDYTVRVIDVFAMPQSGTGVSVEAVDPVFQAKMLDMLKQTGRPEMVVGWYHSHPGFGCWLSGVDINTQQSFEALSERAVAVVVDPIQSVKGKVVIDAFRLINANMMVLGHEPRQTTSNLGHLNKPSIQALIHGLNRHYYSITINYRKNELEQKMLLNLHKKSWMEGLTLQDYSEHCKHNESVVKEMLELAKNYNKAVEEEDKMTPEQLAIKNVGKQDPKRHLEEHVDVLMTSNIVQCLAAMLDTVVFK
TbMetRS inhib: T. brucei MetRS inhibitors, primary screen, biochemical, luminescence; methionyl-tRNA synthetase (Trypanosoma brucei brucei); purified T. brucei MetRS, ATP depletion, Kinase-Glo luminescence; inhibition, % at 11.9 µM; hit rate 0.4% among 360,000; AID 624268, 2012;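 active = inhibition above a per-plate cutoff of the control wells' mean inhibition plus 3 SD, cut at about 5.5% in these data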;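 note: 0% = DMSO wells median and 100% = median of wells with control inhibitor compound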
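Material: parasite MetRS enzyme / Replication: singlicate, one well per compound / Signal: luminescence of leftover ATP / Schedule: 2 h aminoacylation at 25 °C after 15 min preincubation / Medium: HEPES-MgCl2-KCl buffer plus DTT, spermine, BSA, pyrophosphatase / Doses: 11.9 µM single point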
CSN deneddyl inh: inhibitors of CSN-mediated cullin deneddylation, primary screen, biochemical, fluorescence polarization, uHTS | inhibition, % at 12.5 µM | AID 651999, 2013 | Purified CSN, SCF-Nedd8-OG deneddylation | COP9 signalosome complex subunit 5 (Homo sapiens), Q92905 | hit rate 0.38% among 360,000;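 active = pattern-corrected inhibition above about 35%, with an unprinted fluorescence ratio check between 0.5 and 1.5, limit read from the data, passing the limit was not always enough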;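 note: 0% = enzyme with substrate and 100% = substrate without enzyme; some results filed as inactive read as strong as hits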
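Assay system: HEK293T-derived human Csn5 enzyme; quantity: 0.24 nM enzyme; medium: Tris/NaCl/DTT buffer, pH 7.5; also added: substrate SCFSkp2-Nedd8OG, 10 nM; doses: 12.5 µM compound; schedule: 90 min reaction at room temperature; signal: FP; read-out: % inhibition of substrate cleavage by Csn5; benchmarks: substrate-only high control, full reaction low control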
PABP1 MLLE inh: inhibitors of PABP1 MLLE–PAM2 peptide binding, primary screen, biochemical, fluorescence polarization, FITC-PAM2, GST-MLLE. Polyadenylate-binding protein 1 (Homo sapiens), P11940. inhibition, % at 20 µM. hit rate 0.36% among 360,000; in the data active = inhibition above about 35%, passing the limit was not always enough;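 note: plate controls were DMSO wells with GST-MLLE for no effect and wells lacking GST-MLLE protein for full effect; some results filed as inactive read as strong as hits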
Target sequence (P11940 whole entry, looked up): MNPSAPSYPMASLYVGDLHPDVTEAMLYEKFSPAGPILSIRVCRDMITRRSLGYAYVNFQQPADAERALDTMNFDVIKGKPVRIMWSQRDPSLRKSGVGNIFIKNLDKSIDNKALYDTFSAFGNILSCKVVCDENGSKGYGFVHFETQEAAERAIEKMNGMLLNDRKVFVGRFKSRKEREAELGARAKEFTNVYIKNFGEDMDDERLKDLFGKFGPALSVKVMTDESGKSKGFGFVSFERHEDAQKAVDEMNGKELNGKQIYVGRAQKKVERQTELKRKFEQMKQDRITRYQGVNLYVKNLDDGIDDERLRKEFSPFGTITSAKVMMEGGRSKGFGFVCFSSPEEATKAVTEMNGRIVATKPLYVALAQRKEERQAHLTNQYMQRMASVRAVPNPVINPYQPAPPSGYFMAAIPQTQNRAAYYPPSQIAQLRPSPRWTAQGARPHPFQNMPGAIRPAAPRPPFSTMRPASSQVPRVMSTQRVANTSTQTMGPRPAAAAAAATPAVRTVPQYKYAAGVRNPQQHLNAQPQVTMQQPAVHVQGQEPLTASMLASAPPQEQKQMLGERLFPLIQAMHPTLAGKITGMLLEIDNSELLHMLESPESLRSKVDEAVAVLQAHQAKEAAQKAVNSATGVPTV
NadD block: inhibitors of S. aureus NadD, primary screen, biochemical, colorimetric, uHTS. purified NadD enzyme, colorimetric absorbance read-out. Nicotinate-nucleotide adenylyltransferase NadD (Staphylococcus aureus N315). hit rate 0.78% among 360,000. AID 602399, 2012. inhibition, % at 20 µM; in the data active = inhibition above about 26%; note: some compounds past the cut are filed as inactive
SUMO1-SIM PPI: modulators of SUMO1 protein-protein interactions, primary screen, biochemical, uHTS; SUMO1 binding to a labelled peptide, TR-FRET, 1 h; inhibition, % at 20 µM; hit rate 0.33% among 360,000; AID 602429, 2012; in the data active = inhibition above about 37%
Target sequence (P63165 whole entry, looked up): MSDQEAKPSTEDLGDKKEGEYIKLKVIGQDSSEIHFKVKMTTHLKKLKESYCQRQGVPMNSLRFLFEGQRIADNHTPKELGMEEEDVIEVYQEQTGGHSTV
STEP block: STEP phosphatase inhibitors, primary screen, biochemical, fluorescence intensity, uHTS | recombinant STEP, OMFP fluorogenic substrate | inhibition, % at 20 µM | hit rate 0.25% among 360,000 | AID 588621, 2011;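 active = inhibition at 20 µM, scaled per plate between control wells, above about 37%, limit read from the data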;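 note: 0% = DMSO with enzyme and substrate and 100% = substrate only without enzyme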
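material = STEP tyrosine phosphatase | reagent = fluorogenic phosphatase substrate OMFP at 25 µM final | doses = single compound dose of 20 µM, 1% DMSO final | schedule = 20 min reaction, room temperature, in the dark | measured by = fluorescence, 480/540 nm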
Scp1 inh: Scp-1 phosphatase inhibitors, primary screen, biochemical, colorimetric, uHTS; Carboxy-terminal domain RNA polymerase II polypeptide A small phosphatase 1 (Homo …; Recombinant Scp1, phosphopeptide, malachite green phosphate absorbance; inhibition, % at 20 µM; hit rate 0.88% among 340,000; AID 493091, 2011;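 active = inhibition above about 50% at 20 µM, limit read from the data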;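 note: plate controls were DMSO wells with enzyme for no effect and wells lacking enzyme for full effect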
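Test system: SCP-1 phosphatase catalytic domain, residues 76-261 | Compound dosing: One concentration, 20 µM, with 1.0% DMSO | Schedule: 45 min room-temperature reaction, 5 min colour, 30 min stabiliser | Detection: Absorbance at 630 nm | Read-out basis: % inhibition of SCP-1 phosphate liberation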
DNMT1 block: human DNMT1 methyltransferase inhibitors, primary screen, biochemical, molecular beacon, fluorescence, HinP1I cleavage, uHTS; DNA (cytosine-5)-methyltransferase 1 (Homo sapiens), P26358; inhibition (reported as % activation of signal), % at 10 µM; hit rate 0.83% among 360,000; in the data active = inhibition above about 50%
Numbers without * were called inactive; i = inactive; x = no result given. This is a random part of the collection; about 3.6% have a hit in one of these screens.

The line under a structure holds: LMPTP block	Rpn11 block	TbMetRS inhib	CSN deneddyl inh	PABP1 MLLE inh	NadD block	SUMO1-SIM PPI	STEP block	Scp1 inh	DNMT1 block
> COCCNC(=O)C1CCCN(Cc2ccccc2)CC1 (stereo not drawn)
→ -0.6	i	-0.2	1	8	0	0	-2	x	0
> COc1ccc(Oc2coc3cc(O)ccc3c2=O)cc1
→ 1.3	i	-1.1	-3	4	3	0	2	3	-1
> O=C(Cc1ccc(Br)cc1)OCC(=O)c1ccc2c(c1)OCCO2
→ 2.7	i	-1.4	4	-2	-11	1	1	-20	-10
> Cn1nc(C(C)(C)C)cc1C(=O)Sc1cccc(Br)c1
→ 2.0	i	-0.8	7	44*	1	1	4	-7	4
> COCCN(C(=O)COC(=O)CCC1CCCC1)c1c(N)n(Cc2ccccc2)c(=O)[nH]c1=O
→ -1.3	i	-0.3	-3	-7	-6	5	-2	-5	0
> CCC(=O)Oc1ccc(C(=O)Nc2ccc3c(c2)C(=O)N(C2CCCCC2)C3=O)cc1
→ -0.9	i	0.0	-1	-29	-2	9	2	-3	9
> Cc1oc(-c2ccccc2F)nc1CS(=O)CC(=O)NCc1ccc(F)cc1 (stereo not drawn)
→ -0.2	i	3.0	5	11	2	2	0	2	5
> O=S(=O)(NCCCNS(=O)(=O)c1c(F)cccc1F)c1ccc2c(c1)OCCO2
→ 1.3	i	-0.5	101	-4	-1	6	-3	-8	1
> CCOC(=O)C1=C(C)N(CC(C)C)C(=O)/C1=C\c1cccs1
→ 0.8	i	-0.3	1	15	-7	-6	4	-10	7
> Cc1noc(C)c1C(=O)NCc1ccccc1F
→ -3.0	i	-1.0	-8	0	1	-3	-2	-1	3
> COc1ccc(NC(=O)/C(C#N)=C/c2ccc[nH]2)c(OC)c1
→ 5.0	i	0.0	6	-25	-5	25	-5	-5	1
> OCCn1cnc2c(SCc3ccccc3)ncnc21
→ 0.3	i	-0.3	0	-7	-4	-3	6	-2	0
> O=C1CCCN1c1cc(Cl)ccc1Cl
→ -0.2	i	-0.1	7	6	-8	0	-4	-8	2
> CCN(CC)C(=O)c1ccc2c(c1)N(Cc1ccccc1)C(=O)CS2=O (stereo not drawn)
→ -1.3	i	-0.2	0	20	-8	8	-1	-8	4
> Cc1cc(C)c2c(=O)n3c(nc2c1)C(CC(C)C)NC(=O)c1cc2ccccc2cc1-3 (stereo not drawn)
→ 0.4	i	-1.3	3	6	23	0	-1	x	-1
> O=C(CCc1ccc(S(=O)(=O)NC2CCCCC2)cc1)NCc1ccc(Cl)cc1
→ -1.0	i	-1.2	7	0	-5	-3	-1	-5	-6
> O=C(OCCCN=C1NS(=O)(=O)c2ccccc21)c1ccc(F)cc1
→ -0.4	i	-0.3	-1	2	5	-2	-4	-4	-3
> CC(=O)NNc1cc(C)nc(NS(=O)(=O)c2ccc(C)cc2)n1
→ -0.9	i	-0.7	1	8	-4	4	0	-3	0
> Cc1ccc(S(=O)(=O)N2CCN(CC(O)COc3ccccc3)CC2)cc1 (stereo not drawn)
→ -1.2	i	0.1	2	1	3	5	0	-5	-2
> COc1ccc(OC)c(N2C(=O)C(Cl)=C(N3CCOCC3)C2=O)c1
→ -1.0	i	0.0	-3	17	-9	-5	-1	-4	3
> CN(CC(=O)N1CCc2ccccc2C1)S(=O)(=O)c1ccc2c(c1)c(=O)n(C)c(=O)n2C
→ -1.1	i	-0.2	1	8	3	14	-4	-7	-4
> Cc1ncc([N+](=O)[O-])n1CC(=O)NCc1ccccc1
→ -0.2	i	0.2	-3	10	-7	-5	0	3	3
> NC(=O)C1CCN(C(=O)CC2(CC(=O)O)CCCC2)CC1
→ -1.3	i	-0.9	5	3	-8	-2	-1	2	2
> COCc1c(C(=O)N/N=C/c2ccc(C)o2)nnn1-c1nonc1N
→ -1.0	i	0.2	-2	-8	-8	-15	1	-1	-1
> Cc1cc(NC(=O)CCC(=O)N(CC(=O)NC2CCCC2)Cc2ccco2)no1
→ 0.5	i	-0.1	1	-2	-2	-1	-3	3	-3
> COc1ccc(S(=O)(=O)N2CCOCC2)cc1NC(=O)c1ccc2c(c1)OCO2
→ -0.7	i	-0.7	2	2	-4	0	2	4	2
> O=C(Nc1cccc(F)c1)C1CCCN1S(=O)(=O)c1cccc2cccnc12 (stereo not drawn)
→ -0.6	i	0.1	-8	-1	2	-1	3	-9	1
> Cc1ccc(CN(Cc2ccccc2)C(=S)Nc2ccccc2C)o1
→ 0.3	i	0.0	0	-91	-3	1	6	-11	4
> O=C(NCCc1csc(-c2ccccc2)n1)c1ccccc1F
→ -0.3	i	-1.1	2	20	-11	-7	-1	-2	2
> O=C(OCN1C(=O)c2ccccc2C1=O)c1ccccc1
→ -0.2	i	-1.1	7	-2	1	-10	-1	-11	2
> COc1cc(C(=O)Nc2ccc(N(C)C)cc2)cc(OC)c1OC
→ 1.2	i	-0.2	1	-9	4	0	2	-14	-11
> CC1(C)S[C@@H]2[C@H](NC(=O)COc3ccccc3)C(=O)N2C1C(=O)OCC1CCCCC1 (stereo partly drawn)
→ 4.4	i	-0.2	-1	8	3	2	0	-5	6
> CCc1ccc(C(=O)Nc2ccc(S(=O)(=O)Nc3nc(C)cc(C)n3)cc2)o1
→ 0.4	i	1.8	1	4	9	8	1	-4	7
> CC(Nc1cc(N2CCN(C(=O)C(C)(C)C)CC2)ccc1[N+](=O)[O-])c1ccccc1 (stereo not drawn)
→ 5.7	i	-0.6	4	-7	-4	-19	3	53*	-4
> O=C(COC(=O)C1CCC1)NCCc1ccc(Cl)cc1Cl
→ -0.7	i	0.5	-3	-10	-3	3	-2	-13	1
> COCC(C)n1c(C)cc(C(=O)CSc2cc(C)c3ccccc3n2)c1C (stereo not drawn)
→ 1.7	i	0.5	-3	9	-2	4	1	10	-11
> O=C(Nc1ccccc1N1CCOCC1)c1cccc(S(=O)(=O)N2CCOCC2)c1
→ -1.0	i	0.0	-2	4	-4	6	0	3	-1
> CN(Cc1ccccc1)C(=O)c1ccc(NC(=O)Cc2ccc(NC(=O)C3CCN(C(=O)C4CCCCC4)CC3)cc2)cc1
→ 0.7	i	0.1	5	9	6	6	-2	-12	-3
> COc1ccc(CCNC(=O)Nc2ccc(F)cc2F)cc1OC
→ -0.3	i	-0.7	-1	15	-7	2	-2	-13	0
> O=C(c1ccc(Cl)cc1)c1c[nH]c(C(=O)C(Cl)(Cl)Cl)c1
→ -0.6	i	-0.3	18	6	-7	7	12	-5	24
> CC1Cc2ccccc2N1CC(=O)Nc1ccc2c(c1)OCO2 (stereo not drawn)
→ 0.5	i	0.5	0	-11	1	-6	0	-11	-12
> CC(C)(C#N)NC(=O)C(=O)c1c(-c2ccccc2)cc2ccccn12
→ -0.1	i	-0.8	-2	-21	-4	-25	2	-6	-1
> CCC1CCCN1Cn1cnc2c([nH]c3ccc(Cl)cc32)c1=O (stereo not drawn)
→ -3.8	i	5.8*	-3	7	-13	-1	-5	-10	2
> Cc1ccc(-n2c([O-])nc(-[n+]3ccccc3)c2C=O)cc1
→ -0.7	i	-0.9	4	-2	2	-10	0	-2	-1
> CCOC(=O)CCCNC(=O)CCCNC(=O)C(c1ccccc1)c1ccccc1
→ -0.3	i	-0.6	-2	1	0	-3	0	-3	2
> N#C/C(=C\c1ccc(OCc2ccccc2)cc1)C(N)=O
→ 1.4	i	0.4	-4	2	-2	-20	-5	-5	0
> CC1(c2ccc(OC(F)F)cc2)NC(=O)N(CC(=O)c2ccc3c(c2)OCO3)C1=O (stereo not drawn)
→ 1.2	i	-0.5	6	-9	-3	4	-3	-7	2
> C=CCC1CCCC(=O)N2CC[C@H](O)C12 (stereo partly drawn)
→ -0.3	i	0.3	0	-2	3	-3	0	-3	4
> CCN(CCn1cccn1)C(=O)c1cc(COc2c(F)cccc2F)on1
→ 5.4	i	-1.0	3	0	-8	-7	-2	-8	3
> CCOC(=O)c1nc(-c2ccc(OC)c(OC)c2)cnc1C#N
→ -0.5	i	-0.3	-1	1	-1	-18	3	-7	1
> Cc1ccc(Cc2c(-c3cccc(Br)c3)nc3ccc(Br)cn23)cc1
→ 2.2	i	-0.1	9	-28	18	7	-2	x	44
> COc1cc(CN2CCN(Cc3ccc(C)cc3)C(CCO)C2)cc(OC)c1O (stereo not drawn)
→ 1.8	i	-0.6	-12	-5	-3	0	13	-4	-5
> CCC(C)NC(=O)Cn1cnc2sc(C)c(S(=O)(=O)N3CCN(c4ccccc4OC)CC3)c2c1=O (stereo not drawn)
→ 1.5	i	-0.7	6	1	-6	2	0	5	3

Two records drawn at random from the list so far, as already listed:
The line under a structure holds: LMPTP block	Rpn11 block	TbMetRS inhib	CSN deneddyl inh	PABP1 MLLE inh	NadD block	SUMO1-SIM PPI	STEP block	Scp1 inh	DNMT1 block
> N#C/C(=C\c1ccc(OCc2ccccc2)cc1)C(N)=O
→ 1.4	i	0.4	-4	2	-2	-20	-5	-5	0
> O=C(Nc1ccccc1N1CCOCC1)c1cccc(S(=O)(=O)N2CCOCC2)c1
→ -1.0	i	0.0	-2	4	-4	6	0	3	-1

Look-ups from the list.
Under LMPTP block, `COc1ccc(CCNC(=O)Nc2ccc(F)cc2F)cc1OC` is listed with -0.3
Under Scp1 inh, `CCc1ccc(C(=O)Nc2ccc(S(=O)(=O)Nc3nc(C)cc(C)n3)cc2)o1` is listed with -4

Entries above marked active in TbMetRS inhib.
The line under a structure holds: LMPTP block	Rpn11 block	TbMetRS inhib	CSN deneddyl inh	PABP1 MLLE inh	NadD block	SUMO1-SIM PPI	STEP block	Scp1 inh	DNMT1 block
> CCC1CCCN1Cn1cnc2c([nH]c3ccc(Cl)cc32)c1=O (stereo not drawn)
→ -3.8	i	5.8*	-3	7	-13	-1	-5	-10	2
